Gal4-VP16 FLuc: Gal4-VP16 reporter inhibition counter-screen. AID 2546. hit rate 3.5% among 310,000. Potency, µM (top dose mostly 53.6 µM), for the others: top-dose activity, negative = inhibition, actives largely listed as inhibitors. Drosophila S2 Gal4-VP16 UAS-luciferase, luminescence, 20 h;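 note: Gal4-VP16 expression switched on by copper sulfate through the metallothionein promoter; potency is the fitted concentration of half-maximal effect; % is set by controls: 0 for no effect and ±100 for the full control effect; nearly all actives have a fitted effect of over 50% in size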
NPC1 promoter act: activates the NPC1 promoter; Potency, µM (top dose mostly 9.22 µM), inactives show top-dose activation, most hits filed as activators; AID 485313; hit rate 2.4% among 320,000; Huh7 NPC1 promoter luciferase reporter, 24 h;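 note: potency is the fitted concentration of half-maximal effect; % of control where 0% means no effect; nearly all actives have a fitted effect of over 60% in size; reporter is driven by a mutant NPC1 promoter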
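Quantitative HTS used a cell-based reporter: Huh7 cells stably bearing the NPC1 promoter upstream of luciferase were treated with compounds for 24 h, and promoter activation was read as luminescence.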
Tb PFK inh: inhibitors of T. brucei phosphofructokinase | T. brucei PFK, ADP-Glo luminescence | O15648 | Potency, µM (series often up to 57.5 µM), for inactives: at the top dose activity, negative = inhibition, hits mostly inhibitors | hit rate 0.17% among 330,000;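 note: potency is the fitted concentration of half-maximal effect; 0% = uninhibited 1x PFK enzyme wells and -100% = no-enzyme wells; nearly all actives have a fitted effect of over 60% in size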
Target sequence (O15648 whole entry, looked up): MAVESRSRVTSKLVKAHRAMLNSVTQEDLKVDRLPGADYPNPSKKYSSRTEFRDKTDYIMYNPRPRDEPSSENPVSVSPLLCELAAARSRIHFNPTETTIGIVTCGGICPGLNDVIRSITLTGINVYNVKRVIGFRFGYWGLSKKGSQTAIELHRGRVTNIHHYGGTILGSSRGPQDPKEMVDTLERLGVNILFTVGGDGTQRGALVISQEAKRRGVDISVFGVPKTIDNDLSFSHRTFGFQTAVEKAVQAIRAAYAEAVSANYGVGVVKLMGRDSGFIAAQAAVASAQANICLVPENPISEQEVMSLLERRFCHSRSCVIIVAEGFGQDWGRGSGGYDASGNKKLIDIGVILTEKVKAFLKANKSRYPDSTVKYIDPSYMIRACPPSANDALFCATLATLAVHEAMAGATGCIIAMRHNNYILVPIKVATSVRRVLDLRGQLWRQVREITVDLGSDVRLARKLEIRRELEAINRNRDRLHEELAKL
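In TEA buffer at pH 8.0 with 5 mM MgCl2, enzyme (1.25 nM) converted F6P (0.5 mM) and ATP (0.1 mM) for 45 min at room temperature. ADP product was read by luciferase luminescence.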
FBPA coupling cs: counter-screen for Giardia aldolase inhibitors: coupling enzyme system. coupling enzyme system counterscreen, AmpLite Red fluorescence. activity change, negative = inhibition, % at 58.2 µM, hits read low. hit rate 0.67% among 290,000; in the data active = activity change below about -30%; note: % is set by controls: 0 for no effect and ±100 for the full control effect
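Compounds tested against the coupling enzymes alone at 57.5 uM final; readout was AmpLite Red fluorescence (525/598 nm) after 20 min at RT.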
Giardia killer: Giardia lamblia killing; Giardia lamblia trophozoite viability; activity change, % at 7.66 µM, hits read low; hit rate 0.15% among 340,000; in the data active = activity change below about -80%; inconclusive = between about -30% and that limit;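 note: parasites exposed to compound for two days anaerobically before the ATP read; % is set by controls: 0 for no effect and ±100 for the full control effect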
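Giardia lamblia trophozoites (100 cells/well) were incubated with compounds for 48 h at 37 deg C under anaerobic conditions. Viability was read as ATP content by one-step luminescence after 15-30 min at room temperature.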
FLuc modulator: counter-screen for miR-21 project: firefly luciferase inhibitors or activators; purified FLuc, Km substrates, luminescence inhibition; P08659; Potency, µM (series often up to 57.5 µM), for the others: at the highest dose activity change, negative = inhibition, actives largely listed as inhibitors; hit rate 6.9% among 360,000; AID 588342;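 note: potency is the fitted concentration of half-maximal effect; plate controls were vehicle for no effect and reference inhibitor for full effect; nearly all actives have a fitted effect of over 55% in size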
Target sequence (P08659 whole entry, looked up): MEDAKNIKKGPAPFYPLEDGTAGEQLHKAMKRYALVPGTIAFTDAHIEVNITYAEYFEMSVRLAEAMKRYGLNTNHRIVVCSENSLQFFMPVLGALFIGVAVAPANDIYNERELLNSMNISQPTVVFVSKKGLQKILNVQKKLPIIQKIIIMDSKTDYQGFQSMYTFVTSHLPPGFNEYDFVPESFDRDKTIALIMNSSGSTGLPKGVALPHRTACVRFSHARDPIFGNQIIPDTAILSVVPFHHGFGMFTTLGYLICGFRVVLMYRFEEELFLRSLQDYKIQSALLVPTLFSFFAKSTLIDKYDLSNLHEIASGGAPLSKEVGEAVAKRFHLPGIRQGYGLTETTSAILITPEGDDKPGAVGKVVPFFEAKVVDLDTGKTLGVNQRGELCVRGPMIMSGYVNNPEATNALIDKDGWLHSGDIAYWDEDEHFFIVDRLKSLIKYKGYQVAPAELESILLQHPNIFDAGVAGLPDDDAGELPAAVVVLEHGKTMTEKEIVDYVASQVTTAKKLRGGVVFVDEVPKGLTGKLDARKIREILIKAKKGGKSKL
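Purified P. pyralis luciferase (10nM final) with 10uM D-luciferin and 10uM ATP (Km levels) in 50mM Tris acetate pH 7.5, 10mM Mg acetate, 0.01% Tween-20, 0.05% BSA; qHTS 6-point titration, ~60 µM downward; luminescence read.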
ELG1 genotoxic: inducers of genotoxicity in HEK293T ELG1-luciferase cells; HEK293T ELG1-luciferase reporter, luminescence, 16 h; Potency, µM (series often up to 46 µM), inactives show top-dose activity change, positive = activation, hits mostly activators; hit rate 1.3% among 330,000; AID 504466; note: potency is the fitted concentration of half-maximal effect; % of control where 0% means no effect; nearly all actives have a fitted effect of over 60% in size
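Screening used a luciferase reporter fused to human ELG1 in HEK293T cells. Luminescence was read on a CCD plate imager after 16 hr exposure and 30 min ONE-Glo incubation.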
Rab9 promoter act: activates the Rab9 promoter; Huh7 Rab9 promoter-luciferase reporter, luminescence, 24 h; Potency, µM (titrated, usually from 9.22 µM), for the others: at the top dose activation, negative = inhibition, hits mostly activators; hit rate 2.8% among 320,000; note: potency is the fitted concentration of half-maximal effect; % of control where 0% means no effect; nearly all actives have a fitted effect of over 60% in size
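Using Huh7 cells stably transfected with Rab9 promoter–luciferase, compounds were incubated 24 h at 37 °C, 5% CO2; luciferase luminescence was read 10 min after reagent addition.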
RORgamma inh: inhibitors of mouse ROR gamma transcriptional activity; P51450; Drosophila S2 Gal4-RORgamma UAS-luciferase reporter, 20 h; Potency, µM (highest dose often 53.6 µM), inactives show top-dose activity change, negative = inhibition, actives largely listed as inhibitors; hit rate 5.4% among 310,000; AID 2551; note: potency is the fitted concentration of half-maximal effect; % is set by controls: 0 for no effect and ±100 for the full control effect; nearly all actives have a fitted effect of over 60% in size
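ROR gamma transcriptional activity was tracked as Gal4-UAS luciferase output in stably transfected Drosophila Schneider cells, with compound added 1 hr before 700 uM copper sulfate induction and a 20 hr ambient-temperature incubation.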
uPA generation: cell surface uPA generation inhibition; cell surface uPA generation assay, qHTS; Potency, µM (highest dose often 38.3 µM), without a hit: top-dose activity change, negative = inhibition, usual class: inhibitors; hit rate 0.31% among 330,000; active = well fitted inhibition curve with a large enough effect; inconclusive = small, poorly fitted or top-dose-only effect; inactive = no such curve, though single readings can be large or run the other way; tested in mouse RAW 264.7 cells; note: potency is the fitted concentration of half-maximal effect; % is set by controls: 0 for no effect and ±100 for the full control effect; nearly all actives have a fitted effect of over 55% in size
KCNH2 3.1 inh: KCNH2 3.1 (human) potassium channel inhibition; hit rate 0.95% among 340,000; U2OS KCNH2 3.1, thallium flux FluxOr; active compounds read low; activity change, % (tested at about 1.8 µM);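 active = maximum activity change below -70%; inconclusive = maximum activity change from -70% to -50%; inactive = maximum activity change above -50%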;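 note: thallium influx rate constant from kinetic fluorescence after stimulation buffer; % is set by controls: 0 for no effect and ±100 for the full control effect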
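Kinetic fluorescence (2 min after stimulation buffer) measures Tl+ influx through KCNH2 3.1 expressed by viral transduction in U2OS cells; the rate constant is normalized against DMSO controls serving as positive and negative references.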
* = called active by the depositor; ? = inconclusive; / = no result given; & = joins results of further samples; [ ] = remark or other dose. Unless noted, calls come from the whole dose curve; as a rule, active = well fitted curve in the direction sought with a large enough effect; inconclusive = small, poorly fitted or top-dose-only effect, or another doubt; inactive = no such curve, though single readings can be large; an effect the other way counts as inactive or inconclusive.

SMILES,NPC1 promoter act,Rab9 promoter act,Giardia killer,ELG1 genotoxic,Tb PFK inh,RORgamma inh,KCNH2 3.1 inh,Gal4-VP16 FLuc,uPA generation,FBPA coupling cs,FLuc modulator
CCOc1ccccc1CNCC1CCCO1 (stereo not given),4%,8%,-11,-6%,2%,-13%,-3,0%,-2%,0,-1%
COC(=O)c1ccccc1NC(=O)NCCc1ccc(OC)c(OC)c1,-2%,0%,0,-4%,0%,?,-2,-4%,4%,-1,-1%
N#CC(C#N)=Cc1cc2ccccc2nc1N1CCCCC1,18%,0%,-17,8%,0%,14%,-34,-16%,0%,-23,-15%
COCCN(C(=O)COC(=O)c1cc(C)oc1C)c1c(N)n(Cc2ccccc2)c(=O)[nH]c1=O,0%,-1%,5,1%,-4%,/,0,/,0%,/,5%
CCOC(=O)c1c(C)nc2sc3c(=O)n(-c4ccc(C(C)=O)cc4)cnc3c2c1-c1ccc(OC)cc1,-3%,0%,8,1%,0%,-24%,2,0%,-1%,-4,0%
N/C(=N\OC(=O)c1cccc(F)c1)c1ccccc1,17%,26%,9,?,0%,7%,6,-9%,0%,0,0.67µM*
Cn1cc([N+](=O)[O-])c(C(=O)Nc2nccs2)n1,0%,-14%,-3,0%,-4%,1%,-11,-13%,-9%,1,0%
O=c1oc2ccccc2c2c1C(O)CO2 (stereo not given),2%,-2%,2,-1%,3%,0%,-28,-7%,3%,2,-2%
Cc1ccc(NC(=O)CCCn2nc(C)c3c(C)n(-c4ccccc4)nc3c2=O)c(Cl)c1,1%,0%,22,2%,-1%,-3%,-6,-18%,-6%,2,-1%&-2%
O=C(O)C1CCCCC1C(=O)NCCCN1CCOCC1 (stereo not given),-1%,0%,-6,0%,0%,-16%,-9,-2%,-2%,3,4%
O=C(/C=C/c1ccccc1)Nc1cc(S(=O)(=O)N2CCOCC2)ccc1N1CCCC1,1%,13%,8,-3%,7%,?,13,1%,-6%,-2,-2%
O=C(Nc1ccc(Br)c(C(F)(F)F)c1)c1ccc(C(F)(F)F)cc1,2%,-3%,-18,-12%,-7%,?,-8,?,-19%,-9,?
Cc1ccc([C@@H]2[C@@H]3C(=O)N(C)C(=O)[C@@H]3[C@]3(Cc4ccccc4)C(=O)N(Cc4ccccn4)CC(=O)N23)o1,-5%,4%,-25,3%,4%,-2%,5,10%,19%,0,3%
NS(=O)(=O)OCCCCCc1ccccc1,3%,9%,7,0%,1%,12%,-2,-4%,-2%,1,0%
FC(F)(F)c1cc(N2CCOCC2)nc(-c2ccccc2)n1,-3%,-13%,-11,2%,-2%,-2%,6,-10%,3%,2,0%
CC(C)[C@H]1CN(C)CCN1Cc1cn(C)nc1-c1cccc(Cl)c1,-1%,-1%,2,-1%,-3%,3%,8,-5%,-1%,2,5%
O=C(c1ccco1)N1CCN(C(=O)C2CCN(S(=O)(=O)c3cccs3)CC2)CC1,-5%,-6%,14,1%,1%,25%,7,-9%,/,3,8%
CN(C)S(=O)(=O)c1cc(NC(=O)CNCc2ccc(F)cc2)ccc1Cl,1%,0%,0,-2%,-5%,37%,8,4%,-12%,1,-18%
O=S1(=O)CCO[C@H]2Cc3ccccc3[C@H]2N1Cc1cccc(Cl)c1,3%,-3%,-1,-1%,1%,16%,-9,-2%,-4%,2,12%
Cc1cc(NC(=O)COC(=O)C2CCN(S(=O)(=O)c3ccccc3)CC2)c([N+](=O)[O-])cc1C,3%,-4%,4,9%,-2%,-3%,/,6%,-1%,/,5%
COc1ccc(CNc2nc(-c3cccnc3)nn2C(=O)c2ccco2)cc1,1%,-4%,42[activator],-3%,1%,-3%,-5,-8%,-7%,-1,-4%
O=C(CSCc1c(Cl)cccc1Cl)Nc1ccccc1-c1ccccc1,-1%,-1%,2,-5%,-1%,-11%,9,2%,-16%,-1,4%
O=C(CN1CCN(c2ccccc2)CC1)Nc1ccccc1C(F)(F)F,-2%,1%,7,-19%,1%,-20%,2,0%,2%,0,2%
COc1ccc(NC(=O)c2[nH]ncc2[N+](=O)[O-])cc1,-25%,21%,?,16%,-4%,?,24,?,-3%,6,?
CCC/C(C#CCCN1C(=O)c2ccccc2C1=O)=C1/c2ccccc2C(=O)N1c1ccccc1,/,/,8,-5%,4%,/,7,/,-6%,/,/
Cc1ccc(C(=O)Nc2nc(-c3ccccn3)cs2)cc1S(=O)(=O)N1CCOCC1,-10%,-15%,-13,2%,-4%,/,7,/,?,/,?
Cn1c(=O)[nH]c(=O)c2c1nc(SCCC(=O)O)n2Cc1cccc(Br)c1,-3%,2%,-8,2%,-4%,-34%,12,0%,3%,3,3%
CC1CN(C/C(=N\O)C23CC4CC(CC(C4)C2)C3)CC(C)O1 (stereo not given),1%,8%,-6,1%,7%,9%,4,-6%,6%,0,2%
CC1(C)C/C(=N\O)C(C(O)c2cccc([N+](=O)[O-])c2)C(C)(C)N1 (stereo not given),3%,-4%,-12,-3%,-4%,1%,-7,-4%,-4%,1,1%
COc1ccc(N2CSC3=C(C#N)C(c4ccc(OC)c(OC)c4)CC(=O)N3C2)c(OC)c1 (stereo not given),1%,8%,2,3%,-8%,?,3,10%,-19%,-43*,?

New compounds follow
SMILES,NPC1 promoter act,Rab9 promoter act,Giardia killer,ELG1 genotoxic,Tb PFK inh,RORgamma inh,KCNH2 3.1 inh,Gal4-VP16 FLuc,uPA generation,FBPA coupling cs,FLuc modulator
Cc1ccc(NC2=NCC(Cc3ccc(Br)cc3)S2)cc1 (stereo not given),-6%,-5%,8,0%,0%,13µM*,/,?,-2%,-1,?
O=C(O)c1ccc2c(c1)C(=O)N([C@H](Cc1ccccc1)C(=O)O)C2=O,0%,-1%,/,/,8%,1%,/,-2%,/,6,2%
CC(Oc1ccc(C#N)cc1)C(=O)c1ccc(F)c(F)c1 (stereo not given),0%,-2%,-12,-5%,-1%,0%,-13,0%,-1%,0,-1%
COc1ccc(C(CC(=O)O)n2cnnn2)cc1 (stereo not given),-6%,-10%,-15,0%,0%,-1%,1,-8%,3%,6,3%
O=C(c1cn(-c2ccccc2)nc1-c1ccccc1)N1CCOCC1,-1%,2%,-15,-3%,1%,15%,-10,-2%,-3%,4,?
COc1ccc(C(=O)Nc2ccc(NC(=O)c3cccc(OC)c3)cn2)cc1,5%,19%,-1,13%,0%,?,-12,?,7%,1,1%
CC1=Cc2ccccc2C(C#N)N1C(=O)c1ccccc1 (stereo not given),1%,-2%,-17,7%,0%,?,/,13µM*,-15%,-1,-3%
Cc1c(C(=O)NCc2cccnc2)oc2ccc(S(=O)(=O)N3CC(C)CC(C)C3)cc12 (stereo not given),-8%,-2%,-3,-3%,-7%,22%,-4,1%,11%,0,13%
CCC(C)/C(C)=N/NC(=O)c1ccccc1OCCOc1ccccc1 (stereo not given),-1%,0%,33[activator],-11%,5%,2%,2,2%,3%,-6,-7%
O=C(NCc1ccco1)c1cccc(NS(=O)(=O)c2ccccc2F)c1,-1%,-4%,-1,1%,1%,40%,2,8%,-3%,3,-1%
O=C(CNCc1ccncc1)Nc1cc(S(=O)(=O)N2CCCCC2)ccc1Cl,-41%[inhibitor],0%,8,-9%,-2%,-22%,-27,15%,1%,0,2%
COc1cccc(C(=O)NC2CC(C)(C)NC(C)(C)C2)c1OC,4%,5%,-4,3%,2%,-11%,12,0%,3%,0,-2%
CN(CC(=O)N1CC(=O)N(CCc2ccccc2)C(=O)C1)S(=O)(=O)c1cccc2nsnc12,-2%,10%,-17,1%,0%,6%,-14,3%,1%,0,1%
O=C(Cc1ccc(Cl)cc1)NCCCn1ccnc1,1%,-3%,-7,1%,-16%,30%,8,-18%,/,0,-3%
CCOC(=O)N1CCC(NC(=O)c2ccc3c(c2)N(C)CCS3)CC1,2%,-5%,2,-5%,-3%,26%,2,-15%,/,-7,-1%
CC1C(=O)Nc2ccccc2N1C(=O)c1ccc(Cl)c(Cl)c1 (stereo not given),-1%,-3%[1.84 µM],14,0%,0%,?,-13,1%,9%,1,-1%
O=C(/C=C/c1cccc([N+](=O)[O-])c1)N1CCN(c2ccc(F)cc2)CC1,-5%,-5%,3,-2%,1%,?,-47,0%,2%,2,6%
